Source: PubChem (several laboratories)
Efflux pump inh: inhibitors of Candida antifungal efflux pumps expressed in yeast. S. cerevisiae Candida pump triplex, Nile Red efflux. inhibition, % at 10 µM. 0.44% of 330,000 active. AID 485275;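 active = plate passing quality check with inhibition over a set limit, or well fluorescence over plate mean plus 4 SD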;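 note: Nile Red retained in pooled yeast measured as flow cytometry median fluorescence; 0% = buffer negative control and 100% = Enniatin B positive control; higher means more Nile Red kept so more efflux inhibition; some compounds called inactive have numbers as strong as hits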
VLA-4 inh: inhibition in a human VLA-4 binding assay. VLA-4 expressing cells, ligand binding flow cytometry. inhibition, % (about 7 µM as worked out from the volumes in the protocol). 0.2% of 330,000 active; in the data active = inhibition above about 50%
GRK2 aptamer HTS: human GRK2 inhibition via aptamer displacement. bead flow cytometry, FAM-aptamer displacement from GRK2. inhibition of aptamer binding, % at 10 µM. 0.59% of 330,000 active. P25098;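 active = inhibition of aptamer binding above 40%, roughly 3 SD of noise, on plates passing a quality check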;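 note: median bead fluorescence of bound FAM aptamer so fluorescent compounds give negative values; no value below 0 was filed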
MCL1 BIM primary: inhibitors of human MCL1 binding to BIM-BH3 peptide. Q07820. GST-MCL1 / FITC-Bim-BH3 fluorescence polarization. inhibition, % at 10.9 µM. 0.68% of 320,000 active;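 active = inhibition above the mean inhibition of all tested compounds plus 3 SD, set per campaign, cut at about 40% in these data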;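 note: 0% = DMSO wells and 100% = unlabeled Bim-BH3 peptide control; higher means more loss of mP so more displacement of Bim peptide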
PME-1 inh: PME-1 (human) inhibition; Q9Y570; recombinant PME-1, FP-Rh probe fluorescence polarization; inhibition, % at 5.9 µM; 0.53% of 320,000 active; AID 2130;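 active = inhibition above the campaign mean of all compounds plus 3 SD, cut at about 26% in these data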;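 note: competitive labeling of PME-1 active site by serine hydrolase directed probe; 0% = PME-1 with DMSO and 100% = wells lacking PME-1 enzyme; inhibitors block probe labeling so polarization falls and inhibition rises; many of its hits are not listed in these tables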
Target sequence (Q9Y570 whole entry, looked up): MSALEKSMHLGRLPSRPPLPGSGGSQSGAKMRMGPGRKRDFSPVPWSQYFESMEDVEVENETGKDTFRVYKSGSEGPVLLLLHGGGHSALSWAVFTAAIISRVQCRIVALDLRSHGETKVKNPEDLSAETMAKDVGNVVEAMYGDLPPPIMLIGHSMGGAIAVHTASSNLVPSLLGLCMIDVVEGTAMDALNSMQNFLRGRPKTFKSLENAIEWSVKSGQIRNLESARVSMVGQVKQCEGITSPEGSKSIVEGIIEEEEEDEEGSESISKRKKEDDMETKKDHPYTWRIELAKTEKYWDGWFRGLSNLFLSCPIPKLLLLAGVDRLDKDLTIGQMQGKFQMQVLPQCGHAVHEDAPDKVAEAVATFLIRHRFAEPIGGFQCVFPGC
GLD-1 RNA inh: GLD-1-TGE RNA interaction inhibition (C. elegans) | Q17339 | purified GLD-1 + fluorescein TGE RNA, fluorescence polarization | inhibition, % at 5.96 µM | 0.44% of 320,000 active | AID 2280;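 active = percent inhibition above a per-plate cutoff, the plate mean of test compounds plus 3 SD, cut at about 30% in these data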;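 note: 0% = DMSO wells with GLD-1 and probe and 100% = wells lacking GLD-1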
Fam108B inh: blocks mouse Fam108B hydrolase in RBBP9 counter-screen; recombinant Fam108B, FP-Rh probe fluorescence polarization; inhibition, % at 9.51 µM; 0.33% of 300,000 active;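 active = inhibition above the screen mean inhibition plus 3 SD, computed separately per campaign, cut at about 18% in these data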;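 note: inhibitors lower polarization as less probe binds the enzyme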
MEX-5 binding: C. elegans MEX-5 TCR-2 RNA binding activity. MEX-5/FITC-TCR2 RNA binding, fluorescence polarization; active compounds read low. 0.38% of 300,000 active. activity score (negative = inhibition of binding), % at 10 µM;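 active = inhibition past about -25% in most replicates, and total fluorescence under double the plate's negative control median, limit read from the data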;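 note: 0% = DMSO and -100% = 5 µM competing unlabeled TCR2 RNA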
Target sequence (Q9XUB2 whole entry, looked up): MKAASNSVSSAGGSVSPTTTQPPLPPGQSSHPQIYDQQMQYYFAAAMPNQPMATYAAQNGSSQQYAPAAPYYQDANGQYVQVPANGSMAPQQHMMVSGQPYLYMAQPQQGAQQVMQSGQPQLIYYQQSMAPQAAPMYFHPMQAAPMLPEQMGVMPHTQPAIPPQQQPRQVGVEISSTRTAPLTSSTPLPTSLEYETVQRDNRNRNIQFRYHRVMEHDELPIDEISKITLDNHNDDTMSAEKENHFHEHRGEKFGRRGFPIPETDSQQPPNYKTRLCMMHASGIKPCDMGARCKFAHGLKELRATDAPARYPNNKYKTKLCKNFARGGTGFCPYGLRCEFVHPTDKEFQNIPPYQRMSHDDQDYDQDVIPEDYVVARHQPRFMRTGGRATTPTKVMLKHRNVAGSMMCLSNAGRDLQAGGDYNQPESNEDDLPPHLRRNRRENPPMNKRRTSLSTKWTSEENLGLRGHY
Bcl-xL primary: Bcl-xL (human) inhibition. AID 2129. 0.7% of 320,000 active. GST-Bcl-xL / FITC-Bim BH3 peptide fluorescence polarization. Q07817. inhibition, % at 10.9 µM;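 active = inhibition above the mean of all tested compounds plus 3 SD, cutoff set per campaign, cut at about 30% in these data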;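 note: 0% = DMSO wells and 100% = unlabeled Bim-BH3 peptide competitor; inhibitors lower millipolarization by displacing the labeled peptide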
Target sequence (Q07817 whole entry, looked up): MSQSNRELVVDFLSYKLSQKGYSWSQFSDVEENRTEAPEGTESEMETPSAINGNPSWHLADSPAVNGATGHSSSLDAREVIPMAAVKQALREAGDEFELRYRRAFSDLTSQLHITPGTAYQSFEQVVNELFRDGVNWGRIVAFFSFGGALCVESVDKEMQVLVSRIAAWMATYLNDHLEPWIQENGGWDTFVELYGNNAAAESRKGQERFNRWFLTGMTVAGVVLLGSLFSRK
* hit, by the source's call; · = no result given.

SMILES | Efflux pump inh | VLA-4 inh | GRK2 aptamer HTS | MCL1 BIM primary | PME-1 inh | GLD-1 RNA inh | Fam108B inh | MEX-5 binding | Bcl-xL primary
CC(=O)Nc1ccc(S(=O)(=O)N2CCN(c3cc(C)ccc3C)CC2)cc1 | 0.2 | -8 | 0 | -6 | -4 | 4 | -2 | 2.0 | -5
C[C@@H]1CC[C@]2(O[C@H](CCO)C[C@H](O)[C@H]2O)O1 | -0.1 | 18 | 3 | 7 | 5 | 0 | -1 | 1.0 | 2
O=C(Nc1ccc(N2CCOCC2)c(Cl)c1)c1ccco1 | 0.1 | 10 | 0 | 1 | 5 | -12 | 2 | -0.4 | 6
CC(=O)N1CC2(C)CN(C(C)=O)CC(C)(C1)C2 | 0.0 | 16 | 1 | 3 | 0 | 5 | 3 | -1.1 | 5
O=C(CSCC(=O)Nc1cccc2ccccc12)Nc1cccc2ccccc12 | 0.1 | -5 | 0 | -2 | -13 | 0 | -5 | -1.2 | 2
CCc1c(C)nc2cc(-c3ccc(OC)c(OC)c3)nn2c1N1CCCC1 | -0.1 | 13 | 2 | -4 | 6 | 10 | -1 | -0.2 | 5
CCc1ccc(NC(=O)CSc2nc(N)c(NC(=O)c3ccc(F)c(F)c3)c(=O)[nH]2)cc1 | 0.3 | 8 | 3 | 3 | -1 | 5 | -11 | 0.0 | 6
COc1ccc(S(=O)(=O)N(C)CC(=O)NCCN2CCOCC2)cc1C | -0.7 | -2 | 2 | 5 | 4 | 5 | -2 | 3.8 | 4
O=C(CCn1c(=O)c2ccccc2n(Cc2cc(=O)n3ccccc3n2)c1=O)NCc1ccco1 | 0.1 | 0 | 2 | 11 | -1 | 7 | -2 | -1.0 | 7
CC(=O)Nc1ccc(S(=O)(=O)n2cnc3cc(C)c(C)cc32)cc1 | 0.0 | 1 | 0 | 8 | 2 | 6 | 0 | -0.1 | -1
Cc1nn(C(C)C(=O)NCc2ccco2)c(=O)c2nn(-c3ccccc3)c(C)c12 (stereo not given) | 0.0 | 11 | 5 | 3 | 7 | -3 | 4 | -0.3 | 1
O=C(CN1CCCCCC1)Nc1ccc(S(=O)(=O)N2CCCCC2)cc1 | 0.1 | 9 | 1 | 0 | 4 | 4 | -2 | 0.5 | 2
O=C(NCc1ccc2c(c1)OCO2)c1c(O)c2cccc3c2n(c1=O)CCC3 | 0.1 | -5 | 1 | 0 | -4 | 2 | -1 | -0.5 | -1
CC(C)NCC(O)COC1CCC(C(C)(C)C)CC1 (stereo not given) | -0.1 | 10 | 0 | -4 | -4 | 3 | -6 | 1.6 | 1
CCOc1ccc(NC(=O)CC2C(=O)N(CC)C(=S)N2CCN2CCOCC2)cc1 (stereo not given) | 0.1 | 1 | 1 | 6 | -6 | -4 | 0 | -0.8 | 5
Cc1cccc(C(=O)NCCCN(C)CCCNC(=O)c2cccc(C)c2)c1 | 0.6 | -4 | 0 | -5 | -2 | -2 | 1 | -4.0 | 6
CCCCCCCCCCOC(=O)NC1CCS(=O)(=O)C1 (stereo not given) | 0.1 | 16 | 1 | 4 | -4 | 7 | 0 | -2.1 | 6
N#Cc1nc(COc2ccc(-c3ccccc3)cc2)oc1NCCCN1CCOCC1 | 0.1 | -3 | 0 | 2 | 2 | 0 | 0 | 0.2 | 0
CCCCn1nnc(NC(=O)C(c2ccccc2)c2ccccc2)n1 | 0.1 | 1 | 4 | 7 | 1 | -1 | 6 | -0.3 | 2
COc1ccc(C(=O)Nc2ccc3oc(Cc4ccc(Cl)cc4)nc3c2)cc1OC | 0.5 | -17 | 0 | -1 | -17 | -2 | -15 | 1.0 | 4
OC(c1ccccc1)c1nc2ccccc2[nH]1 (stereo not given) | -0.1 | 1 | 2 | 2 | -3 | 0 | 1 | 0.1 | 1
CCCN(Cc1ccccc1)C(=S)Nc1ccc(OCC)cc1 | -0.1 | 9 | 0 | 12 | 0 | 2 | 2 | 0.5 | 8
O=C(c1ccccc1)N1CCCC(C(=O)N2CCN(c3ccccc3)CC2)C1 (stereo not given) | 0.0 | 2 | 0 | 11 | 6 | 2 | 0 | -4.0 | 5
COc1ccc(C2C(C#N)=C(N)OC3=C2C(=O)CC(C)(C)C3)c([N+](=O)[O-])c1OC (stereo not given) | -0.1 | 15 | 0 | 6 | 7 | 3 | 0 | -4.6 | 7
O=c1cc(CSc2nnnn2-c2ccccc2)nc2sccn12 | -0.1 | 1 | 1 | 12 | 5 | 11 | -3 | -7.2 | 14

(more compounds)
SMILES | Efflux pump inh | VLA-4 inh | GRK2 aptamer HTS | MCL1 BIM primary | PME-1 inh | GLD-1 RNA inh | Fam108B inh | MEX-5 binding | Bcl-xL primary
O=C(COC(=O)Cc1ccc(F)cc1)Nc1cc(S(=O)(=O)N2CCOCC2)ccc1N1CCCC1 | 0.2 | -14 | 0 | 7 | 2 | -2 | 0 | -1.5 | 6
CN1CCC(N(C)C(=O)c2ccc(Cl)c(S(=O)(=O)N(C)c3ccc(Cl)cc3)c2)CC1 | -0.1 | 5 | 0 | · | · | -3 | · | · | ·
c1ccc(-n2ncc3c(NCCCN4CCOCC4)ncnc32)cc1 | 0.1 | 8 | 0 | -1 | 3 | 6 | 1 | 0.4 | -4
CCc1ccc(NC(=O)CCCn2nc(CC)n3c(cc4occc43)c2=O)cc1 | -0.1 | 13 | 1 | 7 | 0 | -2 | -1 | 0.2 | 5
O=C(c1ccc(-c2ccc(Cl)cc2)o1)N1CCN(c2ccc([N+](=O)[O-])cc2Cl)CC1 | 0.0 | 2 | 3 | -3 | -1 | 8 | -1 | -0.1 | 2
COc1cc(/C=C2/C(=O)N(c3cccc(Br)c3)N=C2C)cc(OC)c1O | 0.1 | -21 | 4 | -46 | 0 | 0 | -2 | -0.3 | -35
COc1ccc(CN(CC(=O)NCCc2ccccc2)C(=O)CCC(=O)Nc2cc(C)ccn2)cc1 | 0.0 | 6 | 1 | 3 | -3 | -2 | 0 | -1.7 | 2
O=C(c1ccccc1)N1CCCC(c2ccc(Cl)cc2)=N1 | 0.0 | -5 | 0 | -2 | -8 | -2 | -2 | -1.2 | 6
O=C(NCCCc1ccccc1)c1ccc(CS(=O)Cc2ccc(Cl)cc2)o1 (stereo not given) | -0.2 | -2 | 0 | 11 | -2 | 0 | 1 | 1.6 | 4
Cc1nnsc1C(=O)Nc1ccccc1Cl | 0.0 | 0 | 4 | 0 | 1 | 7 | 0 | -0.7 | 2
c1ccc(-c2csc(-n3cnnn3)n2)cc1 | -0.1 | 3 | 0 | 6 | 0 | 0 | 2 | 1.8 | 5
Cn1cc(S(=O)(=O)N2CCCC2)cc1C(=O)NCCc1ccccc1 | -0.1 | 6 | 4 | 4 | -1 | 7 | -3 | 1.8 | 0
O=C(O)Cc1cc(C(=O)Nc2ccc(Br)cc2)sc1-c1ccccc1 | 0.0 | 0 | 2 | 14 | 1 | 10 | -4 | 2.1 | 8
CC(C)Cn1c(N)c(C(=O)CCl)c(=O)n(C)c1=O | · | · | · | 2 | -4 | 3 | 1 | 0.0 | 5
CSc1nnc(C)c(=O)n1COC(=O)COc1ccc(F)cc1 | -0.1 | 2 | 3 | -5 | -1 | 5 | 5 | -1.4 | -1
O=C(O)COc1ccc2oc3ccccc3c2c1 | 0.0 | 8 | 0 | 4 | -5 | 2 | -4 | -1.2 | 3
CCOC(=O)C1=C(CN2CCSCC2)NC(=O)NC1c1ccc2c(c1)OCO2 (stereo not given) | 0.0 | 2 | 0 | -1 | 5 | 2 | 1 | 1.8 | 1
CCOC(=O)CSc1nc(C)c2cccc(C)c2n1 | 0.0 | 7 | 2 | 1 | 0 | 1 | 1 | -0.1 | 0
COc1ccc(C(=O)OCCCc2cc3ccccc3c(=O)o2)cc1 | 0.3 | 17 | 3 | 3 | 3 | 2 | · | · | 0
Cc1cc(/C=C2\SC(=O)NC2=O)c(C)n1-c1ccc(N2CCOCC2)cc1 | 0.1 | -12 | 0 | -1 | 3 | 2 | 4 | -2.0 | -5
Cc1ccc(N(C(=O)c2ccc(CN3CCOCC3)o2)C(C(=O)NCCC(C)C)c2cccs2)c(C)c1 (stereo not given) | 0.5 | 14 | 35 | -6 | -1 | -4 | 0 | 0.4 | -5
Cc1ccc(OCCN2CCN(C)CC2)c([N+](=O)[O-])c1 | 0.0 | 14 | 3 | 6 | 1 | 1 | 1 | -1.5 | 4
CCOc1ccccc1Nc1ccc(C(=O)O)cc1NC(C)=O | 0.0 | -3 | 0 | 3 | 0 | 13 | 4 | · | 3
C=CCN(CC=C)C(=O)C1CCN(S(=O)(=O)c2ccc(-n3cnnn3)cc2)CC1 | -0.1 | 6 | 0 | -6 | -1 | 2 | -3 | -1.6 | -1
COc1cccc(NC(=S)N2C3CCCC2CC(NC(=O)C2CC2)C3)c1 (stereo not given) | 0.0 | 6 | 1 | 14 | 4 | -10 | -3 | -0.8 | -1

The list goes on.
SMILES | Efflux pump inh | VLA-4 inh | GRK2 aptamer HTS | MCL1 BIM primary | PME-1 inh | GLD-1 RNA inh | Fam108B inh | MEX-5 binding | Bcl-xL primary
Cc1ccc2nc(C)c(C(=O)N/N=C/c3cccs3)cc2c1 | -0.3 | -10 | 4 | -6 | -3 | 2 | 3 | -1.8 | -4
O=C(CSc1nnc(CNC(=O)c2ccc(F)cc2)o1)c1ccccc1 | -0.8 | 19 | 0 | -1 | 2 | -2 | -3 | -2.4 | -1
NC(=O)c1ccc(-n2nnnc2SCC(=O)Nc2ccc(F)cc2)cc1 | -0.1 | -22 | 1 | -3 | 2 | -8 | 1 | 2.7 | 1
Cc1nn(-c2ccccc2)nc1CNC(=O)C1CCC1 | -0.1 | 12 | 3 | -4 | 1 | 2 | 2 | · | 2
COCCN1Cc2cccc(C(=O)Nc3cc(C)cc(C)c3)c2C1=O | 0.1 | -2 | 1 | 1 | -2 | 9 | 3 | 0.7 | -1
O=C(CSc1c2c(nc3ccccc13)CCC2)N1CCCC1 | 0.0 | 10 | 3 | 5 | 0 | 2 | 2 | -2.9 | -1
N#Cc1ccc(-c2cccnc2)nc1SCC(N)=O | 0.0 | -3 | 0 | 6 | -4 | 4 | 3 | -3.7 | 7
CC1Oc2ccccc2N(Cc2cccc(F)c2)C1=O (stereo not given) | -0.1 | 6 | 0 | -2 | -5 | 4 | -1 | -1.0 | 6
O=C(CCn1c(=S)oc2ccccc21)NC1CCCCCCC1 | -0.2 | 3 | 1 | 4 | 0 | -3 | -1 | 4.1 | 1
COc1ccccc1C(=O)Nc1ccc2c(c1)nc(CN1CCCCC1)n2C | 0.2 | -4 | 0 | 8 | -3 | -6 | -6 | 1.1 | 5
CCOC(=O)C1=C(CC)OC(N)=C(C#N)C1c1ccc(F)cc1F (stereo not given) | 0.0 | 9 | 4 | 5 | -1 | -13 | 0 | 2.1 | 0
O=c1[nH]cnc2scc(-c3ccc(F)cc3)c12 | 0.0 | -10 | 1 | -3 | 1 | 2 | 1 | -0.6 | 1
O=C(NCCCNC(=O)C(F)(F)C(F)F)C(F)(F)C(F)F | -0.1 | 12 | 6 | 4 | 3 | 3 | 4 | 1.0 | 4
CCSc1nnc(CCNS(=O)(=O)c2ccc(C(C)=O)cc2)n1C | -0.2 | 10 | 1 | 4 | -1 | -2 | 3 | 0.8 | 0
CC(=O)c1cc(OC(=O)c2ccncc2)ccc1OC(=O)c1ccncc1 | -0.1 | 5 | 2 | -4 | 3 | 3 | -3 | -1.2 | -21
Cc1cccc(C(=O)N/N=C/C(C)Cc2ccc3c(c2)OCO3)c1 (stereo not given) | 1.4 | 9 | 3 | -11 | 0 | -1 | 9 | 1.5 | 0

Not all compounds are listed. The share of hits here may be higher or lower than overall.
